hgDAF-12 ag: agonists of H. glycines DAF-12 nuclear receptor. HEK293 GAL4-hgDAF12 UAS-luciferase reporter, agonist luminescence; normalized to butyrate control. 370,000 tested, 1.8% active. AID 687014. activation, % at 6.8 µM;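 active = activation above a cutoff set at the mean of all screened compounds plus 3 SD, cut at about 10% in these data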;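 also: 0% = DMSO wells and 100% = sodium butyrate wells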
MBD2 DNA inh: inhibitors of human MBD2 binding to methylated oligonucleotide; Q9UBB5; TR-FRET; inhibition, % at 4.4 µM; 370,000 tested, 0.31% active; AID 686964; in the data active = inhibition above about 13%
DAX1 inh-1: inhibitors of DAX1 repression of SF-1 activated StAR promoter; 370,000 tested, 1.1% active; HEK293T StAR-luciferase reporter, SF-1/DAX-1 repression relief; AID 652010; inhibition, % at 6.8 µM;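 active = inhibition above the mean over all tested compounds plus 3 SD, cut at about 3.6% in these data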;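 also: 0% = DAX-1 cells with DMSO and 100% = cells lacking DAX-1 with DMSO; higher inhibition means more luminescence from relief of DAX-1 repression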
ssDAF12 agonist: activators of S. stercoralis DAF-12 nuclear receptor; HEK293 ssDAF-12/GRIP1 lit1-tk-luc reporter, luminescence; % of 3 µM dafachronic acid response; activation, % at 6.8 µM; 370,000 tested, 1% active; AID 652126;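 active = activation above the mean over all tested compounds plus 3 SD, cut at about 0.9% in these data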;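 also: 0% = DMSO-only wells and 100% = 3 µM delta7-dafachronic acid wells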
SMARCA2 activ: increases SMARCA2 function in MMTV reporter cells; MG213 cells, MMTV-luciferase reporter, dexamethasone, overnight; activation, % at 9.1 µM; 370,000 tested, 1% active; in the data active = activation above about 7.8%;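 also: 0% = vehicle wells and 100% = reference activator wells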
ADAM17 inh: ADAM17 inhibition, QFRET primary screen; P78536; recombinant ADAM17, EDANS/DABCYL FRET peptide cleavage; inhibition, % at 6.95 µM; 370,000 tested, 0.83% active;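 active = inhibition above the mean of compounds lying between control limits plus 3 SD, set per campaign, cut at about 8.5% in these data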;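 also: 0% = DMSO-only wells as the low control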
Target sequence (P78536 215-824 limits assumed): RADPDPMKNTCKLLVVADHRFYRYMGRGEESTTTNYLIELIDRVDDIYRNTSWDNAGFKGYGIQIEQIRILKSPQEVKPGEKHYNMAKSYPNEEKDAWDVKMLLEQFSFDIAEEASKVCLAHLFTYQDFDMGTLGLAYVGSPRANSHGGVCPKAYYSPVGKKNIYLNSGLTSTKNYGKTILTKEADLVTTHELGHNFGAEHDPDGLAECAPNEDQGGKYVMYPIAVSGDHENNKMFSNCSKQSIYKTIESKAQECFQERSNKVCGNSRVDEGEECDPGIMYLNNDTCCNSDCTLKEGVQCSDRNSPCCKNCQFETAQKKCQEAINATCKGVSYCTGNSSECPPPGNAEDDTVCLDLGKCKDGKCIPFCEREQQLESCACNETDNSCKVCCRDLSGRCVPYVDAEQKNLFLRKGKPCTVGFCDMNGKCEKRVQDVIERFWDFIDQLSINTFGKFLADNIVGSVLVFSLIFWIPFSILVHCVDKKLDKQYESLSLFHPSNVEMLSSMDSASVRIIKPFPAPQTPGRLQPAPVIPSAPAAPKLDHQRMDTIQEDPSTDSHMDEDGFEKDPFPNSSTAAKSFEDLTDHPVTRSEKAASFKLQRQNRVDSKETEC
DAX1 inh-2: inhibits human nuclear receptor DAX1 | P51843 | HEK293 Gal4-DAX1 luciferase reporter, luminescence | inhibition, % at 6.75 µM | 340,000 tested, 0.99% active | AID 504766;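 active = inhibition above the mean over all tested compounds plus 3 SD, cut at about 4.2% in these data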;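 also: 0% = DAX1-transfected cells with DMSO and 100% = empty-vector control cells with DMSO; inhibition shows as a rise in luminescence from relieved DAX1 repression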
Target sequence (P51843 207-470 limits assumed): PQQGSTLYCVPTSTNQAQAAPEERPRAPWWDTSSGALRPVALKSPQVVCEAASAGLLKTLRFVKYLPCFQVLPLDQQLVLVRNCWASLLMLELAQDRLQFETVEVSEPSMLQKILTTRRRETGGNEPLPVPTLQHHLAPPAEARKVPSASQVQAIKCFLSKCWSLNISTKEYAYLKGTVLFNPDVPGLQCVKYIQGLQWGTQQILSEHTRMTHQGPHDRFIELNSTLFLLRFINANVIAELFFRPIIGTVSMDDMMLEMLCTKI
PLC-gamma1 inh: PLC-gamma1 (human) inhibition, primary screen; P19174; purified PLC-gamma1, fluorogenic substrate, fluorescence; 370,000 tested, 0.84% active; AID 720700; inhibition, % at 12.2 µM; in the data active = inhibition above about 9.5%
PLCb3 inh: inhibitors of human phospholipase C beta3. Q01970. Purified PLC-beta3, fluorogenic substrate, fluorescence. inhibition, % at 12.2 µM. 370,000 tested, 0.18% active; in the data active = inhibition above about 11%;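 also: 0% = median of compound wells on plate and 100% = full blocker control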
Rev-erbA mod: modulators of human Rev-erb alpha DNA binding; P20393; Rev-erbα–FITC-DNA binding, fluorescence polarization, 90 min; activity, % at 10 µM; 370,000 tested, 0.79% active;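 active = activity above about 14%, limit read from the data; passing the limit was not always enough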;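 also: 0% = DMSO wells with 35 nM protein and 100% = DMSO wells with 750 nM protein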
hcDAF12 agonist: activates DAF-12 receptor from parasite H. contortus; 370,000 tested, 1.4% active; HEK293 hcDAF-12 lit1-tk-luc reporter, luminescence; 0% DMSO, 100% Δ7-dafachronic acid; activation, % at 6.8 µM; AID 652067;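 active = activation above the mean of all tested compounds plus 3 SD, cut at about 5.5% in these data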;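 also: 100% = response to 3 µM Δ7-dafachronic acid high control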
Numbers without * were called inactive; i = inactive; nt = no result given. An unsorted share of the library; any-hit rate near 7.4%.

SMILES	hgDAF-12 ag	MBD2 DNA inh	DAX1 inh-1	ssDAF12 agonist	SMARCA2 activ	ADAM17 inh	DAX1 inh-2	PLC-gamma1 inh	PLCb3 inh	Rev-erbA mod	hcDAF12 agonist
Cc1ccc(NS(=O)(=O)c2c(C(=O)N3CCCCCC3)c(C)n(C)c2C)cc1C	-0.4	-3	1.2	-1.0	3	-1	0.3	3	-5	-3	-0.1
Cn1c(=O)c2[nH]cnc2n(-c2ccccc2)c1=O	-1.6	6	0.0	-0.2	1	-6	-0.4	-3	-7	-2	-1.9
CCn1c(Cc2ccccc2)nnc1SC(C)C(=O)NC1CC1 (stereo not given)	-0.8	0	-0.3	-0.9	-1	-5	-1.1	-1	-9	-2	0.6
Cc1ccc(NC(=S)N(CCCN2CCOCC2)Cc2cccs2)c(C)c1	-1.8	7	0.4	-1.4	-3	-5	-0.3	-1	-3	4	1.7
O=C(Cc1ccccc1)N1CCC(C(=O)N2CCN(c3ccc(F)cc3)CC2)CC1	0.1	1	1.2	-0.9	-3	-2	0.4	0	2	-1	-2.5
Cc1ccc(C(=O)O)cc1S(=O)(=O)N1CCCC1	1.0	-4	-0.5	-1.4	-3	0	-0.6	4	4	6	-1.9
O=C(O)c1ncsc1-c1ccccc1	-1.2	-3	0.3	-1.8	-4	5	1.2	2	-21	1	0.0
COc1ccc(Cc2nc3ccc(C(=O)NCC4COCCO4)cc3o2)cc1 (stereo not given)	0.5	-2	-0.3	-1.0	-1	-9	0.6	7	-10	-5	-1.1
Cc1ccc(NC(=O)c2cc(=O)[nH]c3ccccc23)cc1C	2.4	0	-0.1	0.4	-1	0	-0.8	2	-9	6	4.2
Nc1c(C(=O)NCc2ccco2)c2nc3ccccc3nc2n1CCc1ccccc1	-3.2	-6	-1.2	-1.7	0	-444	-0.6	i	i	-7	-2.7
O=C(COC(=O)c1cccs1)Nc1nnc(-c2ccccc2)o1	3.2	-2	0.1	-0.4	4	4	1.8	-2	-11	1	-0.6
C=CCn1c(=S)[nH]c2cc(C(=O)Nc3ccc(OC)c(OC)c3)ccc2c1=O	1.7	0	0.0	-1.2	0	1	2.8	-3	-21	0	-0.6
OC(Cc1ccncc1)c1ccccc1Cl (stereo not given)	-3.0	-1	-0.7	-1.5	1	-1	0.3	-1	2	-4	-1.0
CCOc1ccccc1C(=O)NCC(=O)Nc1ncccc1C	-3.7	0	-1.1	-1.0	0	2	0.1	4	-9	5	-0.6
COc1cc(/C=N/NC(=O)c2cc(O)cc(O)c2)ccc1OC(=O)c1ccccc1	-0.2	10	-0.6	-0.7	-1	2	-0.6	2	-12	-19	2.6
COc1ccc(-n2nnnc2SCC(=O)Nc2ccc3c(c2)OCCO3)c(OC)c1	1.1	7	-2.0	-0.6	-2	-2	-1.4	-2	5	-3	-1.3
Cc1cc2oc(C(=O)Nc3ccc(S(=O)(=O)Nc4onc(C)c4C)cc3)cc(=O)c2cc1Cl	3.0	8	0.8	-1.1	0	-4	3.5	3	-7	0	-0.4
CC(Sc1nnc(N)s1)C(=O)Nc1nccs1 (stereo not given)	1.3	0	0.1	-0.6	-1	1	-0.4	0	-3	-5	0.5
Cc1cccc(OCCn2nc(C(=O)O)c3ccccc3c2=O)c1	0.6	5	0.0	-1.0	0	-10	-0.1	-7	-5	-6	-1.2
CCCCC1=NN(C(=O)c2ccncc2)C(O)(C(F)(F)F)C1 (stereo not given)	-0.5	5	0.8	-0.2	2	1	nt	5	-2	5	0.8
O=C(Nc1cc(=O)[nH]c(=O)[nH]1)c1cc(Cl)ccc1Cl	5.5	4	-2.2	-1.2	0	-2	-0.5	1	2	1	-2.0
COc1ccc(NC(=O)C[C@@H]2C(=O)N(c3ccc(OC)cc3)CC2(C)C)cc1	-1.2	40*	-0.5	-0.7	-4	-2	-0.4	0	2	6	-1.9
CCCC1=Nc2cc(C(=O)N3CCC(C(N)=O)CC3)ccc2Sc2ccccc21	-2.5	4	-2.0	-1.5	-3	1	-0.3	0	-6	-4	1.8
C=CCNCCCCOc1c(Cl)cc(C)cc1Br	4.6	-2	1.4	-0.2	7	0	4.1	5	3	-3	1.1
COCCSc1nnc(NC(=O)C2CC(=O)N(c3ccccc3)C2)s1 (stereo not given)	-1.6	4	0.0	-0.6	-4	-4	0.1	-1	-8	4	-1.1
ON=C(c1ccccc1)c1ccc2c3c(cccc13)CC2	-3.2	0	-2.2	-1.3	-4	12*	-0.3	-3	-3	0	-2.6
COc1ccc(Br)cc1C(=O)NC(=S)Nc1cc(-c2nc3ccccc3[nH]2)ccc1C	4.7	-2	-0.2	-0.8	-3	1	-1.8	-2	-2	-4	0.2
NC(=O)C1CCN(C(=O)/C(=C/c2ccccc2)NC(=O)c2ccccc2)CC1	-0.1	2	-0.1	-1.6	0	-3	0.5	-1	-3	-1	-2.1
CCCC1=C(C(=O)OCC)C(c2ccco2)C(C#N)=C(N)O1 (stereo not given)	-1.1	-4	0.6	-0.7	0	-9	0.2	-12	-21	2	0.4
COc1cc2nc(CN3CCOCC3)n(CC(=O)NCC(F)(F)F)c(=O)c2cc1OC	2.8	-1	-0.3	-1.6	-2	-2	0.4	0	-5	-5	0.6
CCN(C[C@H]1N[C@@](C)(C(=O)OC)[C@H]2C(=O)N(C)C(=O)[C@@H]12)C(=O)Nc1ccc(C(F)(F)F)cc1	-0.4	15*	-1.5	-1.1	-3	-4	-1.6	3	-1	2	-0.8
CC1(C)CC(=O)C=C(NCc2ccncc2)C1	0.1	0	-0.1	-1.9	-4	-8	0.0	-4	-7	-4	-1.1
Cc1ccc(NC(=O)C2C3C=CC4(O3)C2C(=O)N(CCCN2CCOCC2)C4C(=O)NC2CCCCC2)cc1Cl (stereo not given)	0.7	0	-0.1	-1.1	1	-2	1.8	-2	-8	2	-0.6
COc1ccc(C2(CNC(=O)/C=C\c3ccco3)CCCC2)cc1OC	-0.1	-4	-0.6	-1.6	0	-3	-1.4	-1	-4	-2	-1.4
NC(N)=NS(=O)(=O)c1ccc(NC(=S)NC(=O)/C=C/c2ccccc2)cc1	-2.6	9	-0.3	-1.8	-4	-6	-1.6	5	-6	-9	-0.3
CCN1CCN(C(CNS(=O)(=O)c2ccc(C)cc2)c2ccccc2)CC1 (stereo not given)	-0.9	-1	0.3	-1.0	-4	2	0.6	2	-8	-4	-1.8
Cc1ccc(C(=O)Oc2cccnc2)cc1[N+](=O)[O-]	-4.9	-3	-0.1	-1.1	-1	-4	-0.5	2	2	-1	1.9
Oc1ccc2ccc3[nH]cnc3c2c1	5.0	-4	0.7	-1.4	2	-4	0.2	2	-2	-2	0.3
C=CCn1c(O)c(N=NC(=O)CNC(=O)c2ccncc2)c2ccccc21	-3.8	-3	-0.1	0.3	2	-3	0.2	1	0	4	-1.2
CCCCN1CC(COCc2ccccc2)Oc2cccc(Oc3ccc(SC)c(C)c3)c2S1(=O)=O (stereo not given)	0.1	13	0.0	-1.0	-1	-4	nt	0	1	-5	-0.6
C=CCn1c(SCC(=O)NC2CC2)nnc1-c1cccc(OC)c1	-0.3	2	-0.1	-0.9	-1	-5	0.6	4	-4	-1	-1.3
CCOC(=O)c1c(C)[nH]c(C(=O)OCC(=O)NCc2ccc(F)cc2)c1C	0.8	8	-0.2	-0.5	-2	-4	0.7	-4	-18	5	-0.8
Cc1cc(N(CN2CCCC2=O)C(=O)c2ccc(OC(C)C)cc2)no1	2.2	-2	0.9	-1.0	5	0	1.4	-1	-1	-3	0.6
COCCN(C(=O)CNC(=O)c1ccco1)C(C(=O)NC1CCCCC1)c1cccc(OC)c1 (stereo not given)	-1.0	3	-0.5	-0.4	-1	-1	-1.8	2	0	-3	-1.6
CC(C)CC(NC(=O)C(COCc1ccccc1)NC(=O)OC(C)(C)C)C(=O)NN (stereo not given)	0.0	8	-0.3	-1.4	-2	4	0.7	1	5	2	0.3
CCC(C)(C)NC(=O)C(c1ccc(OC)cc1)N(CCOC)C(=O)CCC(=O)Nc1nccs1 (stereo not given)	0.2	-3	0.1	-1.4	-1	0	0.0	1	2	0	0.3
Cc1cccc(-c2nc(CN3CCN(C(=O)C4CCCO4)CC3)cs2)c1 (stereo not given)	0.7	2	0.1	-0.5	1	-3	-0.4	-4	-8	0	-0.4
O=S(=O)(Nc1ccccn1)c1cccs1	0.4	-6	0.9	-1.4	0	-4	0.2	-5	-15	-3	-1.2
O=C(NCc1cccc(C(F)(F)F)c1)C1CC(c2cccc(F)c2)=NO1 (stereo not given)	-1.5	0	-0.2	-1.4	-1	7	2.1	-3	-5	5	-1.2
CCCc1ccc(C(=O)NC(=O)c2ccccc2O)cc1	4.8	-7	0.1	0.8	-2	0	-2.4	-3	-7	-3	1.2
Cc1cccc(C)c1NC(=O)C1NC(=O)CC1c1ccccc1 (stereo not given)	2.6	-1	0.1	-0.3	-1	-2	1.7	-1	-1	-3	-1.2
CC(C)(C)c1nn2cnnc2n(/N=C/c2ccc(O)cc2)c1=O	-0.6	4	-0.2	-0.9	-3	-4	1.1	-1	1	-3	-3.1
CCN(CC)S(=O)(=O)c1cc(C)ccc1SC	0.5	3	0.8	-1.2	-2	0	-1.4	0	3	7	-0.6
CC1CCN(C(=O)c2ccc(NS(=O)(=O)c3cccs3)cc2)CC1	3.0	2	0.2	-0.9	4	0	1.0	-3	-11	-1	0.3
Cc1ccc(-n2c(SCC(=O)NCc3ccco3)nc3sc(C)c(C)c3c2=O)cc1	-0.5	-1	-0.9	-1.2	-2	2	1.0	0	5	67*	-2.4
CC(Sc1nc2ncc(Cl)cc2[nH]1)C(=O)Nc1ccc(C(N)=O)cc1 (stereo not given)	3.0	2	-0.4	-1.4	-1	-4	0.8	0	0	2	-0.2
NC(=O)c1ccccc1NC(=O)c1ccoc1	0.0	0	-0.4	-0.7	1	-8	1.1	-6	-14	0	-0.1
O=C(Nc1ccccc1N1CCOCC1)c1ccc2c(c1)OCCO2	-1.7	1	-3.3	-1.2	-1	-4	-0.3	-1	-8	1	0.0
O=C(O)c1ccc(N=NN2CCOCC2)cc1	11*	-1	1.6	-0.1	4	1	-0.7	6	5	0	1.3
CC1CN(CCCCOc2ccc3ccccc3c2)CC(C)O1 (stereo not given)	-0.1	-7	0.2	-1.2	-2	-3	-0.6	3	2	-6	-2.6
S=c1[nH]nc(-c2cc3ccccc3o2)n1Cc1ccccc1	-2.1	-1	-0.1	-1.2	-2	-114	-0.5	i	i	-4	-0.5
